# Source: PubChem BioAssay
# HCV NS3 hel inh – inhibitors of Hepatitis C virus NS3 helicase. 0.56% of 290,000 active. AID 1800. inhibition, % at 10.9 µM. NS3 helicase DNA unwinding, Cy5 molecular beacon fluorescence;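 active means inhibition above the mean of all tested compounds plus 3 SD, set per campaign, cut at about 35% in these data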;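 further: 0% = DMSO wells and 100% = thioflavine S control wells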
#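 assay system = NS3 helicase fragment of HCV | buffer or medium = MOPS pH 6.5, MgCl2, DTT, Tween20, BSA | timing = 60 min unwinding reaction at 25 °C after ATP addition | signal = Cy5 beacon fluorescence read at start and 1 h | read-out basis = % inhibition of unwinding | control set = low DMSO, high thioflavine S at 110 µM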
# GalR3 antagonist – antagonists of human GalR3; HEK293 GalR3-CNG cAMP membrane potential fluorescence; galR3 body fused to GalR1 C-terminus; inhibition, % at 3 µM; 0.44% of 360,000 active;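 active means inhibition above the screen-wide average plus 3 SD, cut at about 13% in these data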;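 further: forskolin and galanin both at EC90 stimulate the cells; cAMP rise reported by CNG channel membrane potential dye signal; 0% = forskolin plus galanin with DMSO and 100% = forskolin alone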
# Target sequence (O60755 1-299 limits assumed): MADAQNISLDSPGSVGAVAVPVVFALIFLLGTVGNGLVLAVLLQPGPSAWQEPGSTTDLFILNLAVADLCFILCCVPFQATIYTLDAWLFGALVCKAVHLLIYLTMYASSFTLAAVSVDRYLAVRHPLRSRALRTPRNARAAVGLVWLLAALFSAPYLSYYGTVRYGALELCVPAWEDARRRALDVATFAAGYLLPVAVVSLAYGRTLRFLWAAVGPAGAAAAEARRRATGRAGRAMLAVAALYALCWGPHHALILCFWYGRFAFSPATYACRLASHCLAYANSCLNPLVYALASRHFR
# VIM-2 inh – blocks Pseudomonas aeruginosa VIM-2 metallo-beta-lactamase; inhibition, % at 5.6 µM; purified VIM-2, nitrocefin hydrolysis, epi-absorbance fluorescence; 0.89% of 290,000 active;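 active means inhibition above the mean of all tested compounds plus 3 SD, cutoff set per screening run, cut at about 7.5% in these data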;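 further: red hydrolysis product quenches plate fluorescence so inhibitors raise well fluorescence; 0% = enzyme with DMSO and 100% = DMSO without enzyme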
# IDE inh – cellular human IDE inhibition. P14735. HEK cells, FAbetaB cleavage, fluorescence polarization. inhibition, % at 5.59 µM. 0.41% of 320,000 active. AID 434962;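 active means percent inhibition above the average of all tested compounds plus 3 SD, set per screening campaign, cut at about 16% in these data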;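 further: IDE supplied by intact live HEK cells; FP after avidin binding of uncleaved biotin substrate so inhibition keeps polarization high; 0% = DMSO wells and 100% = 60 µM reference IDE inhibitor Ii1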
# CRFR2-BP antag – blocks CRF-induced signaling of the CRF-BP/CRF-R2 complex; inhibition, % at 11.8 µM; HEK293 CRF-R2/CRF-BP, CRF-induced calcium fluorescence; 0.59% of 350,000 active; AID 588475;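 active means inhibition of the ligand-induced calcium signal above about 50% at the single tested concentration, limit read from the data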
# IDE cell activ – activators of human insulin-degrading enzyme in cells; P14735; HEK cells, FAbeta-B cleavage, fluorescence polarization; 0% vehicle, 100% cell-free pure enzyme wells; activation, % at 5.96 µM; 0.073% of 340,000 active;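 active means activation above the mean of all tested compounds plus 3 SD, set per screening campaign, cut at about 17% in these data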
# IMP-1 inh – blocks Pseudomonas aeruginosa IMP-1 metallo-beta-lactamase; AID 1556; inhibition, % at 5.6 µM; purified IMP-1, nitrocefin hydrolysis, epi-absorbance fluorescence; 0.45% of 290,000 active;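 active means inhibition above the mean plus 3 SD of all compounds in the same screening run, cut at about 4.5% in these data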;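 further: 0% = IMP-1 with DMSO and 100% = DMSO wells lacking enzyme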
#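 System: purified IMP-1 / Input: IMP-1 dispensed at 0.2 nM / Medium: 50 mM HEPES pH 7.1, 50 µM ZnSO4, 0.05% Brij 35 / Timing: 15 min enzyme–compound preincubation, then 25 min nitrocefin reaction, 25 °C / Technique: plate fluorescence quenching by hydrolysis product, ex 480/em 530 nm / Repeats: singlicate testing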
# pCIP destab – lowers stability of the mouse p/CIP coactivator protein. Q05BA5. F442A p/CIP-EGFP cells, EGFP fluorescence, 16 h. decrease of EGFP signal, % at 10 µM. 0.01% of 290,000 active. AID 1984;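 active means EGFP signal decrease of at least 30% at 10 µM or well 3 SD below plate mean, unless failing retest; inactive means the rest, including hits failing retest or dose response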; further: some compounds called inactive have numbers as strong as hits; many of its hits are not listed in these tables
# UBC9 SUMO inh – SUMOylation inhibition; HTRF SUMOylation assay, SAE1/SAE2 + UBC9, in vitro; P63279; inhibition, % at 35 µM; 0.36% of 290,000 active; AID 2006; in the data active means inhibition above about 50%, passing the limit was not always enough; further: strong numbers were not always called active
# Target sequence (P63279 whole entry, looked up): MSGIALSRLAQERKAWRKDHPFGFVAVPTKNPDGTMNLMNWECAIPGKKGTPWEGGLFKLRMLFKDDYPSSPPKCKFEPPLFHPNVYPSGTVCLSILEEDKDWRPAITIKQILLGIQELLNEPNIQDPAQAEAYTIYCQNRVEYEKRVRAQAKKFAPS
# The depositor's hits bear a star; . = no result given.
no.	HCV NS3 hel inh	GalR3 antagonist	VIM-2 inh	IDE inh	CRFR2-BP antag	IDE cell activ	IMP-1 inh	pCIP destab	UBC9 SUMO inh	canonical_smiles
1	5	-7	-1.1	-9	-2	-7	-1.0	-6	-8	COc1ccc(/C=C(\NC(=O)c2ccccc2)C(=O)NC2CCS(=O)(=O)C2)cc1 (stereo unspecified)
2	-80	-4	-0.1	2	-27	-1	-2.0	-5	-6	O=C(Nc1cccc(-c2cccc(Cl)c2)c1)C1CCN(Cc2ccc(CO)o2)CC1
3	1	9	-1.9	6	-3	2	-2.1	-13	0	Cn1nc(-c2ccc(Cl)cc2)cc1NC(=O)Nc1ccccc1
4	.	-7	.	-4	-9	-7	.	-3	3	O=C(N=c1nc2ccccn2s1)c1ccccc1
5	10	-5	1.1	-6	-6	14	-1.6	0	26	CC(C)CCC(C(=O)O)C(C)CC(=O)Nc1ccn(-c2ccccc2)n1 (stereo unspecified)
6	3	-3	-3.9	-2	-15	6	-3.1	-12	-8	O=C(NCC(=O)N(c1cccnc1)C(C(=O)NC1CCCC1)c1cccs1)c1cccs1 (stereo unspecified)
7	12	0	-4.0	6	-3	-2	-3.2	13	8	CCOC(=O)c1ccc(N2C(=O)CC(Sc3nc(O)c(CC)c(=O)[nH]3)C2=O)cc1 (stereo unspecified)
8	.	-4	.	2	0	1	.	.	.	Cc1ccc(S(=O)(=O)N(C)C)cc1NC(=O)C1CCCN(C(=O)c2ccc(Cl)cc2)C1 (stereo unspecified)
9	-4	-10	-1.6	4	-15	0	-0.4	-1	1	O=C(CN(C(=O)c1csnn1)c1cccc2c1CCCC2)NCc1ccccc1
10	-18	-4	-2.2	4	-4	.	-2.2	-1	-30	S=C(NC1CCCCC1)N1CCOCCOCCN(C(=S)NC2CCCCC2)CCOCC1
11	-4	-5	-0.5	-1	2	-2	-1.3	3	-23	CCOC(=O)C1=C(C)N(c2nonc2NC(C)=O)C(N)=C(C#N)C1c1ccccc1F (stereo unspecified)
12	-5	-10	1.2	0	4	-1	0.7	-11	0	COc1ccc(S(=O)(=O)NCc2cccnc2)c2ccccc12
13	10	-2	0.0	8	8	0	-2.0	2	16	Cc1cc(N2CCCC2)nc2ccc(NC(=S)NCCCN3CCC(C)CC3)cc12
14	-3	-3	-1.9	2	10	-3	-3.0	-9	6	CN(CC(=O)Nc1cccc(F)c1)C(=O)COc1cccc2c1OC(C)(C)C2
15	2	-9	-2.7	1	2	6	-2.4	1	-5	COc1ccc(CNC(=O)[C@@H](NC(=O)C2CCN(S(=O)(=O)c3ccccc3)CC2)C(C)C)cc1
16	0	-2	-2.6	6	7	2	-5.2	-4	18	CC1CCCCC1NC(=O)COC(=O)c1ccc(N(C)C)cc1 (stereo unspecified)
17	-3	8	1.2	6	10	0	-0.2	-1	13	COc1cc(OC)c(C(=O)Nc2ccncc2)cc1OC
18	2	-4	-2.6	-4	13	3	-4.4	4	-4	Cc1cc(C)nc(NC(=NCCc2c[nH]c3ccccc23)NC(=O)Nc2ccc(Cl)cc2)n1
19	.	-1	.	6	4	3	.	.	.	Cc1cc(C)cc(OCC(=O)Nc2ccc(-n3cnnn3)cc2)c1
20	.	-6	.	2	12	0	.	.	.	COc1ccc(NS(=O)(=O)c2cc([N+](=O)[O-])ccc2NN=Cc2ccccc2OCC(=O)O)cc1

# Some of these compounds in order of their number in UBC9 SUMO inh, falling.
item	SMILES	HCV NS3 hel inh	GalR3 antagonist	VIM-2 inh	IDE inh	CRFR2-BP antag	IDE cell activ	IMP-1 inh	pCIP destab	UBC9 SUMO inh
7	CCOC(=O)c1ccc(N2C(=O)CC(Sc3nc(O)c(CC)c(=O)[nH]3)C2=O)cc1 (stereo unspecified)	12	0	-4.0	6	-3	-2	-3.2	13	8
14	CN(CC(=O)Nc1cccc(F)c1)C(=O)COc1cccc2c1OC(C)(C)C2	-3	-3	-1.9	2	10	-3	-3.0	-9	6
4	O=C(N=c1nc2ccccn2s1)c1ccccc1	.	-7	.	-4	-9	-7	.	-3	3
18	Cc1cc(C)nc(NC(=NCCc2c[nH]c3ccccc23)NC(=O)Nc2ccc(Cl)cc2)n1	2	-4	-2.6	-4	13	3	-4.4	4	-4
1	COc1ccc(/C=C(\NC(=O)c2ccccc2)C(=O)NC2CCS(=O)(=O)C2)cc1 (stereo unspecified)	5	-7	-1.1	-9	-2	-7	-1.0	-6	-8
11	CCOC(=O)C1=C(C)N(c2nonc2NC(C)=O)C(N)=C(C#N)C1c1ccccc1F (stereo unspecified)	-4	-5	-0.5	-1	2	-2	-1.3	3	-23
10	S=C(NC1CCCCC1)N1CCOCCOCCN(C(=S)NC2CCCCC2)CCOCC1	-18	-4	-2.2	4	-4	.	-2.2	-1	-30

# Remaining list, next part:
no.	HCV NS3 hel inh	GalR3 antagonist	VIM-2 inh	IDE inh	CRFR2-BP antag	IDE cell activ	IMP-1 inh	pCIP destab	UBC9 SUMO inh	canonical_smiles
21	.	-4	.	5	-8	4	.	.	.	C[C@@H]1[C@@H](Sc2ccccc2)CC(=O)O[C@@H]1c1ccc(-c2ccccc2)cc1
22	-2	-3	-3.4	4	6	-1	-2.3	5	21	COc1cccc(-c2n[nH]c3c2CCC3)c1
23	-12	-7	0.9	-2	0	2	0.2	-3	13	CC1CN(C(=S)Nc2cccc(Cl)c2)CC(C)O1 (stereo unspecified)
24	.	-4	.	3	-6	15	.	.	.	CC(=O)c1ccc(S(=O)(=O)Nc2ccc(-c3ccc4nncn4n3)cc2)cc1
25	0	3	-3.8	5	-47	5	-3.6	3	6	CCN1C(=O)c2cccc3c(S(=O)(=O)Nc4ccccc4O)ccc1c23
26	-17	-11	-3.6	2	-10	-3	-0.8	-16	6	CC(=O)Nc1ccc(SCC(=O)c2cc(C)n(-c3ccccc3F)c2C)cc1
27	0	-10	-2.6	3	0	6	-2.5	-6	0	CN(C)CCCNC(=S)N1CCC(c2nc3ccccc3[nH]2)CC1
28	-13	-3	-3.5	-3	-7	0	-0.2	-1	-4	Cc1ccc(NC(=O)c2cc(S(=O)(=O)N(C)C)ccc2N2CCCC2)cc1F
29	15	-5	-1.9	0	-19	1	-0.9	-8	7	CN(C)c1ccc(C(=O)Nc2ccc(S(=O)(=O)NC3=NCCCCC3)cc2)cc1
30	12	-3	-2.0	-1	2	8	-3.9	-9	19	NC(=O)C1CC=CCC1C(=O)OCC(Cl)=C(Cl)Cl (stereo unspecified)
31	1	2	-2.1	-2	-1	-4	-3.1	5	24	CC(=O)NCCSCCNC(C)=O
32	4	-2	-2.0	1	-7	-5	-2.4	0	7	COc1cc2c(cc1OC)C(C)N(C(=O)C1=NN(c3cccc(C)c3)C(=O)CC1)CC2 (stereo unspecified)
33	1	2	-1.4	7	-21	-4	-3.3	-10	1	Cc1cnc(NC(=O)CSc2nnc(-c3ccc(Cl)cc3Cl)n2N)s1
34	11	-11	-0.3	-3	14	4	-3.9	-9	4	O=C(O)c1ccccc1-c1ccccc1C(=O)NCc1ccccc1Cl
35	8	-1	2.4	7	22	2	0.6	-16	8	Cc1ccn2cc(-c3cccc(NC(=O)C(C)C)c3)nc2c1
36	-7	-8	0.7	1	3	2	-1.1	3	-13	COc1ccc(S(=O)(=O)N2CCN(Cc3ccc4c(c3)OCO4)CC2)cc1F
37	-2	-5	0.1	1	34	4	-2.8	-4	13	NC(=O)c1cnn(Cc2ccc(Cl)cc2)c1N
38	-16	-2	-1.2	-6	30	1	-3.7	-14	0	CC1CCN(C(=O)CCc2ccc(Oc3cc([N+](=O)[O-])cc([N+](=O)[O-])c3)cc2)CC1
39	-10	-5	-3.9	1	6	3	-3.8	7	12	COc1ccccc1OCc1nc2ccccc2s1
40	-10	-4	-3.4	1	5	6	-3.2	5	-5	O=C(NC1CCCCC1)C(c1cccs1)N(C(=O)c1ccccn1)c1ccccc1 (stereo unspecified)
41	.	-2	.	0	5	-6	.	.	.	COc1ccc(N2CCN(C(=O)c3cc4c(s3)CCCCC4)CC2)cc1
42	0	-13	-5.1	1	0	0	-1.3	-2	-13	Cc1ccc2nc(NC(=O)CN3CCN(c4ccccn4)CC3)sc2c1
43	-2	-2	-1.0	1	37	1	-2.7	4	-8	Cc1ccc(-c2nn(-c3ccccc3)cc2C2SCC(=O)N2Cc2ccccc2)o1 (stereo unspecified)
44	-10	-2	-1.4	0	-15	7	-1.9	6	-4	CCOCCCNC(=O)C(c1ccc(C)cc1)N(Cc1cccs1)C(=O)c1ccccc1O (stereo unspecified)
45	-3	-2	0.2	-1	-2	1	0.0	-5	-6	CCCC(CCC)C(=O)Nc1cccc(-c2cn3c(n2)SCC3)c1
46	5	-7	-1.8	0	.	.	-2.5	-14	13	COC(=O)c1ccc(C(=O)Nc2nnc(-c3cccnc3)o2)cc1
47	-3	-7	-3.2	4	-13	3	-2.4	-5	9	CC(C)N1CC(COc2ccc(Cl)cc2Cl)OC1=O (stereo unspecified)
48	-14	-3	0.5	-1	-2	-2	-4.0	1	-9	COCCNC(=O)c1ccccc1NS(=O)(=O)c1ccc(C)c([N+](=O)[O-])c1
49	-6	-5	1.0	2	31	-4	-1.6	-10	-3	Cc1ccc(OCc2cc(C(=O)NCC(C)c3ccccc3)no2)cc1C (stereo unspecified)
50	9	-9	-1.5	12	13	6	-2.3	-1	19	Cc1nc(C(=O)NNC(=O)c2cccc(Cl)c2)c(C(F)(F)F)o1
51	-3	-4	-1.6	1	2	5	-3.9	8	-4	Cc1cccc(N(C(=O)CCC(=O)Nc2cc(C)on2)C(C(=O)NC2CCCC2)c2ccc(C)o2)c1 (stereo unspecified)
52	-11	-1	-4.2	-4	-4	0	-4.4	14	3	COc1ccc(-c2cn(-c3ccc(Br)cc3)c3[n+]2CCS3)cc1
53	9	-2	-1.8	0	-4	5	-2.7	-11	2	Clc1ccc(-c2nnc(SCc3nc(-c4ccccc4)no3)o2)cc1
